EBI2 antag – antagonists of human EBI2 receptor. EBI2 beta-arrestin recruitment, luminescence, 7a,25-OHC stimulated. AID 651636. inhibition, % at 5 µM. 360,000 tested, 0.81% active; in the data active means inhibition above about 38%;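 further: enzyme fragment complementation signal reports receptor beta-arrestin coupling in cells; 0% = agonist plus DMSO wells and 100% = wells without agonist; some results beyond the cut were filed as inactive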
UPR CHOP act – apoptotic UPR (CHOP) activation | 330,000 tested, 0.34% active | CHO-CHOP luciferase reporter, luminescence; percent of tunicamycin response over DMSO baseline | activation, % at 10 µM;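 active means at 10 µM dose, activation of 40% or more, normalized to positive control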;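 further: 100% = tunicamycin at 10 µg/mL and 0% = DMSO alone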
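Material: CHO-CHOP cells, stable luciferase reporter of PERK-eIF2a-CHOP signalling; quantity: 500 reporter cells seeded per well; buffer or medium: F12 medium containing 10% fetal bovine serum; compound: one dose, 10 µM in 0.5% DMSO; incubation: 6 h compound treatment, 37 °C; measured by: Steady-Glo luciferase luminescence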
CCR6 antagonist – blocks CCL20-driven beta-arrestin recruitment at human CCR6; inhibition, % at 20 µM; 340,000 tested, 0.49% active; CHO-K1 CCR6 PathHunter beta-arrestin, luminescence, CCL20-stimulated; P51684; AID 493098;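 active means compounds whose inhibition of the agonist-driven luminescence signal at 20 µM reaches about 50%, limit read from the data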;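 further: cells stimulated with CCL20 at 14 nM final; plate controls were DMSO with CCL20 for no effect and DMSO without agonist for full effect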
Target sequence (P51684 whole entry, looked up): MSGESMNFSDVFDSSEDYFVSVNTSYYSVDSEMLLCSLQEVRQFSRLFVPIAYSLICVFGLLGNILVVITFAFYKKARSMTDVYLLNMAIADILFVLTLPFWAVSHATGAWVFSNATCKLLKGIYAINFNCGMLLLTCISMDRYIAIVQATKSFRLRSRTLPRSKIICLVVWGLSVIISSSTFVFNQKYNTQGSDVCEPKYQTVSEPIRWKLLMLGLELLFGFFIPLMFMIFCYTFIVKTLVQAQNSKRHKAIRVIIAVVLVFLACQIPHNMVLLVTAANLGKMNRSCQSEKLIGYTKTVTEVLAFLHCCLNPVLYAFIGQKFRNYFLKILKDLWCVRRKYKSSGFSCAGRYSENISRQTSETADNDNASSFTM
CXCR6 inh – CXCR6 (human) receptor inhibition | CHO-K1 PathHunter CXCR6 beta-arrestin, luminescence | inhibition, % at 20 µM | 360,000 tested, 0.36% active | AID 602244; in the data active means inhibition above about 34%, passing the limit was not always enough;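 further: antagonist mode with CXCL16 agonist at 10 nM final; 0% = 10 nM CXCL16 with DMSO and 100% = unstimulated wells without agonist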
APJ antag – antagonists of human APJ apelin receptor. P35414. CHO-K1 APJ beta-arrestin complementation, luminescence. inhibition, % at 20 µM. 330,000 tested, 0.32% active;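 active means inhibition above about 40% at 20 µM, limit read from the data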;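 further: cells challenged with 10 nM apelin-13 agonist together with compound; plate controls were apelin-13 plus DMSO wells for no effect and DMSO wells lacking apelin-13 for full effect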
Target sequence (P35414 whole entry, looked up): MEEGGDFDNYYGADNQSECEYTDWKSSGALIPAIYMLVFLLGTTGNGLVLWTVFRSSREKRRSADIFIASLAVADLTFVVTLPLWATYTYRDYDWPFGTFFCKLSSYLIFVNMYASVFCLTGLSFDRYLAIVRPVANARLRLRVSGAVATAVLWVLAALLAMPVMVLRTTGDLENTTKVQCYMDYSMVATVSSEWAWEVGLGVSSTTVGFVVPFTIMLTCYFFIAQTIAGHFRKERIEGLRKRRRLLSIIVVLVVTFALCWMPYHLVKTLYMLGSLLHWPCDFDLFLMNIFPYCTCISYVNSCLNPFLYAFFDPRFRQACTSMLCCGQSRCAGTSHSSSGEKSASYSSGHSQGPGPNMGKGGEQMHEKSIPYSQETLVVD
APJ ag – APJ receptor agonism | P35414 | CHO-K1 APJ PathHunter beta-arrestin, luminescence; 0% DMSO wells, 100% apelin | activation, % at 20 µM | 330,000 tested, 0.11% active | AID 2520;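 active means activation more than six SD over the plate average, tested at 20 µM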;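 further: 0% = DMSO alone and 100% = apelin-13 at 10 nM; some results filed as inactive read as strong as hits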
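Assay system – PathHunter CHO-K1 APJ (AGTRL-1) beta-arrestin reporter cells · Compound – one dose, 20 µM compound, 1% DMSO · Timing – compound 90 min 25 °C, reagent 1 h · Measured by – luminescence from split beta-galactosidase complementation, Galacton Star/Emerald II substrate · Measure – beta-arrestin recruitment to APJ as agonist activity, luminescent signal · Benchmarks – DMSO vs Apelin-13 10 nM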
Mdm2-MdmX inh – inhibitors of human Mdm2/MdmX interaction; SaOS-2 split-luciferase Mdm2/MdmX complementation, luminescence; inhibition, % at 8 µM; 330,000 tested, 3% active; O15151+Q00987;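 active means inhibition of at least 50% at 8 µM in the primary screen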
XBP1 UPR activ – adaptive UPR (XBP1) activation; 330,000 tested, 0.33% active; CHO-XBP1 luciferase reporter, IRE1-XBP1 UPR activation, luminescence; percent of tunicamycin response, DMSO as zero; activation, % at 20 µM; AID 463104;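 active means versus positive control, 20 µM dose yields 30% or more activation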;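 further: 100% = tunicamycin at 10 µg/mL and 0% = DMSO only wells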
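Assay system: IRE1-XBP1 luciferase reporter CHO line. Input: 1000 cells/well. Buffer or medium: F12 with 10% serum. Doses: 20 µM, 1% DMSO. Times: overnight seeding at 37 °C, 6 h compound treatment at 37 °C. Technique: Steady-Glo luciferase glow luminescence, 10 min after reagent addition.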
tim23-1 inh – inhibits growth of tim23-1 mutant yeast | S. cerevisiae tim23-1 growth, BacTiter-Glo luminescence, 24 h | inhibition, % at 20 µM | 330,000 tested, 1.3% active;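 active means growth inhibition of the mutant yeast at or above 50%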;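 further: temperature-sensitive mutant grown at 25 °C; plate controls were DMSO-treated mutant yeast for no effect and medium wells lacking yeast for full effect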
Active calls of the source: *; nt = not tested or not shown. This is a subset; the hit share may differ from the screen's.

SMILES | EBI2 antag | UPR CHOP act | CCR6 antagonist | CXCR6 inh | APJ antag | APJ ag | Mdm2-MdmX inh | XBP1 UPR activ | tim23-1 inh
Cc1cc(NC(=O)CSc2c(C)[nH]c3ccccc23)no1 | -5 | 0.0 | -2 | 5 | 11 | -1 | -1 | -2 | 8
CCN1CCN(c2nc(Nc3cccc(F)c3)nc(N)c2[N+](=O)[O-])CC1 | 3 | 0.6 | 0 | 0 | -10 | 2 | -7 | -3 | 13
CCOC(=O)c1ccc(NC(=O)CN(C)S(=O)(=O)c2ccc(Br)s2)cc1 | 2 | -1.0 | 7 | -2 | -3 | 2 | -19 | -1 | -4
COc1ccc(NC(=O)CO/N=C2\CCCc3nonc32)cc1 | 2 | 1.1 | 2 | -7 | 2 | -3 | 5 | 0 | 4
CC(=O)Nc1ccc(C2(c3ccc(NC(C)=O)cc3)C(=O)Nc3ccccc32)cc1 | -1 | 2.6 | -1 | -1 | -4 | -3 | 13 | -7 | 3
Cc1cc(=O)oc(C)c1C(=O)NCCN(C)Cc1ccccc1 | 1 | -1.9 | 8 | -3 | -17 | 0 | 24 | -2 | -1
Cc1cc(C)cc(OCC(=O)OCC(=O)Nc2ccc(Cl)cn2)c1 | -8 | -1.3 | 6 | -2 | -4 | -1 | 16 | 3 | 26
CCOc1cc(S(=O)(=O)NCc2ccco2)c(OCC)cc1-n1cnnn1 | 2 | 0.0 | 1 | -5 | 5 | 1 | 15 | -5 | 0
COCCn1c(=S)[nH]c2cc(C(=O)N3CCC(C(N)=O)(N4CCCCC4)CC3)ccc2c1=O | -9 | -2.0 | -13 | 4 | -1 | -5 | 2 | 0 | 3
CC1Cc2ccccc2N1c1ncnc2c1nnn2Cc1ccccc1 (stereo unspecified) | 21 | -1.4 | 17 | -13 | 16 | -5 | -32 | -1 | 14
CCCOc1ccc(/C=N/NC(=O)c2ccc(Cn3cc([N+](=O)[O-])cn3)o2)cc1 | 1 | 3.0 | 11 | 7 | 10 | 4 | -9 | 5 | -6
COc1cccc(NC(=O)CN(C)C(=O)c2cc3c(s2)CCC3)c1 | nt | 3.4 | 2 | nt | 4 | 5 | 7 | 1 | -5
O=C(O)c1cccc2[nH]c(C(F)(F)F)nc12 | -10 | -0.6 | 11 | 4 | 0 | -2 | -6 | -4 | 7
CCOc1ccc(C2CC(=O)c3c([nH]c(C(=O)OC)c3C)C2)cc1OC (stereo unspecified) | 3 | -0.8 | -20 | -5 | 11 | 2 | 15 | 0 | 15
Cc1cc(F)ccc1NC(=O)CCCN(C)S(=O)(=O)c1ccc(F)cc1 | 3 | 4.0 | 17 | 4 | 9 | -2 | 10 | -8 | 1
Cc1sc2nc(CSC(C)C(=O)Nc3cc(S(C)(=O)=O)ccc3Cl)[nH]c(=O)c2c1C (stereo unspecified) | -4 | -0.1 | 8 | 0 | 6 | -6 | 11 | 0 | 2
COc1ccc(CC(=O)NC(=S)Nc2ccc(S(=O)(=O)NC(C)(C)C)cc2)cc1 | -1 | -0.5 | 41 | 4 | 0 | -3 | -4 | -3 | 20
COc1ccc(NC(=O)c2cccc(C#N)c2)cc1NS(=O)(=O)c1ccc(F)cc1 | -5 | 1.6 | 2 | -11 | -24 | -6 | 5 | 0 | -7
CC(C)(C)C1CCC(=O)N(CCSc2ccccc2)CC1 (stereo unspecified) | 14 | 2.9 | 13 | -1 | -43 | 4 | -137 | 1 | 29
Cc1ccsc1C1C2=C(CC(C)(C)CC2=O)Nc2ncnn21 (stereo unspecified) | -1 | -1.1 | -2 | 14 | 11 | -4 | 0 | -1 | 10
CCOc1cc(N2CCOCC2)c(OCC)cc1NC(=O)c1ccc(C)s1 | 10 | -1.3 | -7 | 3 | 10 | 0 | -6 | -2 | 22
Cc1cc2c(C)nc(N/N=C/c3ccc(F)cc3)nc2o1 | -6 | 3.5 | 4 | 0 | 9 | -1 | -11 | 1 | -10
COc1cc(OC)c(N(C)S(=O)(=O)c2cccc(C(=O)OCC(=O)NCc3ccco3)c2)cc1Cl | 6 | -0.7 | 6 | 8 | 7 | -3 | 42 | -3 | 15
Cc1ccc(-c2nnc(NC(=O)CCS(=O)(=O)c3ccccc3)o2)c(C)c1 | 0 | -0.8 | 10 | 5 | 1 | 8 | 13 | 1 | 11
O=C(Cc1ccc(Cl)cc1)N1CCC2(CC1)NCCc1[nH]cnc12 | -16 | 2.3 | 2 | 4 | 13 | -2 | -40 | -1 | -3
CC(C)C(=O)Nc1ccc2c(c1)nc(CCN1CCCCC1)n2C | 3 | -0.1 | -1 | -1 | 11 | 0 | 10 | 1 | 8
Cc1ccc(/C=N/Nc2ccnc3cc(Cl)ccc23)c(C)c1 | 21 | 26 | 1 | -2 | -7 | 3 | 100* | 22 | 3
Cc1nc2c(C)cccn2c(=O)c1NC(=O)c1cccs1 | 1 | 0.6 | -1 | -1 | -16 | -4 | 13 | 2 | -10
O=C(Nc1nccs1)c1cncc(Br)c1 | -10 | 4.1 | 3 | -3 | -10 | -3 | -11 | 0 | 12
CC1CN(C(=O)c2ccc(NS(=O)(=O)c3ccc(F)cc3)cc2)CC(C)O1 (stereo unspecified) | -8 | 2.0 | -4 | 0 | 6 | -4 | 19 | -3 | 11
Cc1ccc(CNC(=O)C2(C(F)(F)F)C/C(=C\Cc3ccccc3)CCCO2)o1 (stereo unspecified) | 1 | 0.9 | 15 | 9 | 19 | -5 | 22 | -3 | 32
Cc1cccc(NC(=O)CCCc2ccccc2)c1C | 3 | 1.4 | 14 | 15 | -18 | 1 | 2 | 2 | 25
Cc1nc(CS(=O)(=O)c2ccccc2)cc(N2CCN(c3ccccc3F)CC2)n1 | 11 | 0.1 | 2 | 3 | -7 | -1 | -18 | 2 | 9
CCc1nc2ccc(C(=O)N3CCN(c4ccccc4)CC3)cc2nc1CC | -7 | -0.3 | -2 | 2 | 2 | 3 | -6 | -2 | 33
O=C(CS(=O)CC(=O)N(CC(=O)NC1CCCC1)c1ccc2c(c1)OCCO2)Nc1ccc(F)cc1 (stereo unspecified) | 2 | -1.4 | -5 | -5 | 4 | -3 | 6 | 0 | 8
O=C(CCN1CCOCC1)NNC(=O)/C(=C/c1ccccc1)NC(=O)c1ccccc1 | -5 | 3.1 | 9 | -8 | 5 | 0 | 18 | 3 | -2
O=C(Nc1ccc2c(c1)CCC2)c1ccc(F)cc1 | 4 | 3.8 | 5 | -4 | 5 | -2 | -232 | -3 | 38
O=C(OCC(=O)N1CCCc2ccccc21)c1cc(Br)ccc1O | 8 | -0.9 | 25 | -1 | 23 | -6 | 20 | -1 | -3
Cc1nc(-c2ccc(C(=O)Nc3cccc(Br)c3)cc2)cs1 | 42 | 3.0 | 11 | -10 | -4 | -2 | -220 | -3 | 28
N#CC1=C(N)N(c2ccccc2C#N)C2=C(C(=O)CCC2)C1c1ccsc1 (stereo unspecified) | 6 | -2.2 | 12 | 8 | -23 | 1 | -1 | 1 | 7
Cc1ccc(C)c(N(C(=O)CNC(=O)c2ccco2)C(C(=O)NC2CCCCC2)c2cccnc2)c1 (stereo unspecified) | -2 | 0.5 | -3 | 8 | 6 | 2 | -12 | -4 | -6
O=C(Nc1nccs1)c1nc[nH]c1C(=O)N1CCN(c2ccccc2)CC1 | -8 | 0.2 | 9 | -12 | -6 | -4 | 15 | -4 | 11
CC(=O)N/C(=C\c1ccccc1Cl)C(=O)O | -1 | 2.0 | -29 | -8 | 18 | -3 | 8 | -4 | 5
COc1cccc(NC(=O)N2CCC(NC(=O)c3ccco3)CC2)c1 | -12 | 0.6 | 12 | 0 | 21 | 5 | 9 | 1 | 18
O=C(/C=C/c1ccccc1)Nc1cc(S(=O)(=O)N2CCOCC2)ccc1N1CCOCC1 | 2 | 0.5 | 9 | 5 | 19 | 3 | 30 | 0 | -7
COc1cccc(CNS(=O)(=O)c2cn(C)cn2)c1 | 5 | -2.3 | 2 | -2 | 11 | 0 | -1 | 2 | -14
COc1ccc(-c2nc3c(c(SCC(=O)N4CCCC4)n2)COC(C)(C)C3)cc1 | 10 | 2.8 | 7 | 0 | 11 | 1 | -9 | -2 | 20
C[n+]1ccn(CC(=O)c2cc(C(C)(C)C)c(O)c(C(C)(C)C)c2)c1 | 1 | -1.5 | -5 | -1 | -14 | -1 | 4 | -6 | 3
CC1(C)CC(=O)C/C(=N/NC(=O)CCCOc2ccc(Cl)cc2Cl)C1 | 3 | -2.5 | 3 | -9 | 1 | 1 | 0 | -1 | 1

Another view of part of the listing above.
| compound | EBI2 antag | UPR CHOP act | CCR6 antagonist | CXCR6 inh | APJ antag | APJ ag | Mdm2-MdmX inh | XBP1 UPR activ | tim23-1 inh |
| --- | --- | --- | --- | --- | --- | --- | --- | --- | --- |
| Cc1nc(-c2ccc(C(=O)Nc3cccc(Br)c3)cc2)cs1 | 42 | 3.0 | 11 | -10 | -4 | -2 | -220 | -3 | 28 |
| N#CC1=C(N)N(c2ccccc2C#N)C2=C(C(=O)CCC2)C1c1ccsc1 (stereo unspecified) | 6 | -2.2 | 12 | 8 | -23 | 1 | -1 | 1 | 7 |
| Cc1ccc(C)c(N(C(=O)CNC(=O)c2ccco2)C(C(=O)NC2CCCCC2)c2cccnc2)c1 (stereo unspecified) | -2 | 0.5 | -3 | 8 | 6 | 2 | -12 | -4 | -6 |
| O=C(Nc1nccs1)c1nc[nH]c1C(=O)N1CCN(c2ccccc2)CC1 | -8 | 0.2 | 9 | -12 | -6 | -4 | 15 | -4 | 11 |
| CC(=O)N/C(=C\c1ccccc1Cl)C(=O)O | -1 | 2.0 | -29 | -8 | 18 | -3 | 8 | -4 | 5 |
| COc1cccc(NC(=O)N2CCC(NC(=O)c3ccco3)CC2)c1 | -12 | 0.6 | 12 | 0 | 21 | 5 | 9 | 1 | 18 |
| O=C(/C=C/c1ccccc1)Nc1cc(S(=O)(=O)N2CCOCC2)ccc1N1CCOCC1 | 2 | 0.5 | 9 | 5 | 19 | 3 | 30 | 0 | -7 |
| COc1cccc(CNS(=O)(=O)c2cn(C)cn2)c1 | 5 | -2.3 | 2 | -2 | 11 | 0 | -1 | 2 | -14 |
| COc1ccc(-c2nc3c(c(SCC(=O)N4CCCC4)n2)COC(C)(C)C3)cc1 | 10 | 2.8 | 7 | 0 | 11 | 1 | -9 | -2 | 20 |
| C[n+]1ccn(CC(=O)c2cc(C(C)(C)C)c(O)c(C(C)(C)C)c2)c1 | 1 | -1.5 | -5 | -1 | -14 | -1 | 4 | -6 | 3 |
| CC1(C)CC(=O)C/C(=N/NC(=O)CCCOc2ccc(Cl)cc2Cl)C1 | 3 | -2.5 | 3 | -9 | 1 | 1 | 0 | -1 | 1 |
